Bioassay records deposited in PubChem BioAssay by The Scripps Research Institute Molecular Screening Center.
PLCg1 inh: blocks human PLC-gamma1 enzyme activity | purified PLC-gamma1, fluorogenic substrate, fluorescence | P19174 | inhibition, % at 12.2 µM | 0.84% of 370,000 active; in the data active = inhibition above about 9.5%
TDP2 absorb: TDP2 (human) inhibition, absorbance primary screen. O95551. recombinant TDP2, T5PNP hydrolysis, p-nitrophenol absorbance 415 nm. inhibition, % at 12.8 µM. 0.34% of 370,000 active. AID 720702;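 active = inhibition above the mean of all tested compounds plus 3 SD, set per campaign, cut at about 25% in these data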;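 also: 0% = DMSO with enzyme and 100% = buffer with substrate but no TDP2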
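Material: recombinant human TDP2; quantity: TDP2 enzyme at 120 nM final; medium: Tris-HCl pH 7.5 with MgCl2; compound: single concentration, 12.8 µM nominal, with 1% DMSO; incubation: 2 h enzyme incubation at 37 °C; signal: epi absorbance; measure: percent inhibition; benchmarks: high control without enzyme, low control DMSO plus TDP2; repeats: singlicate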
ADAM17 inh: ADAM17 inhibition, QFRET primary screen. P78536. inhibition, % at 6.95 µM. recombinant ADAM17, EDANS/DABCYL FRET peptide cleavage. 0.83% of 370,000 active;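 active = inhibition above the mean of compounds lying between control limits plus 3 SD, set per campaign, cut at about 8.5% in these data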;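 also: 0% = DMSO-only wells as the low control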
ASAP1 inh: inhibitors of human ASAP1 ArfGAP activity | Q9ULH1 | 0.19% of 360,000 active | ASAP1-stimulated ARF1 GTP hydrolysis, GDP FP detection | inhibition, % at 16.5 µM; in the data active = inhibition above about 25%;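 also: 0% = vehicle with enzyme and substrate and 100% = no enzyme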
Target sequence (Q9ULH1 325-724 limits assumed): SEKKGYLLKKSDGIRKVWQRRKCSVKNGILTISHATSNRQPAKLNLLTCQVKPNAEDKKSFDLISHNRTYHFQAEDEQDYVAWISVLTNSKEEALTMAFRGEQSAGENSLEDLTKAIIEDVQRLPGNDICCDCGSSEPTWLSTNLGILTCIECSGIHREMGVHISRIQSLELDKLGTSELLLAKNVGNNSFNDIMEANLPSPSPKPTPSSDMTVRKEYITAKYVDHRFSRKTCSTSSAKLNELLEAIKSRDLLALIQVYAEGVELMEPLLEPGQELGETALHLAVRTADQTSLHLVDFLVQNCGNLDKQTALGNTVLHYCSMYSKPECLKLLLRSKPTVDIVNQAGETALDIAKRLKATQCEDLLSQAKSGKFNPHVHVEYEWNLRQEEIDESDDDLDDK
ADAM10 inh: ADAM10 inhibition, QFRET primary screen. O14672. recombinant ADAM10, EDANS/DABCYL FRET peptide cleavage, 3 h. inhibition, % at 7 µM. 0.62% of 370,000 active. AID 720582;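 active = inhibition above a per-campaign cutoff equal to the mean of compounds falling between control-based bounds plus 3 SD, cut at about 20% in these data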;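 also: 0% = DMSO wells while the 100% control is not disclosed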
SIAE inh: human SIAE inhibition, primary screen; Q9HAT2; SIAE FP-Rh probe binding, fluorescence polarization; inhibition, % at 9.66 µM; 0.69% of 370,000 active; AID 1053197;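 active = inhibition above a cutoff: mean of compounds within the control limits plus 3 SD of those, cut at about 17% in these data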;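 also: 0% = plate median of compound wells and 100% = probe without SIAE protein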
Target sequence (Q9HAT2 whole entry, looked up): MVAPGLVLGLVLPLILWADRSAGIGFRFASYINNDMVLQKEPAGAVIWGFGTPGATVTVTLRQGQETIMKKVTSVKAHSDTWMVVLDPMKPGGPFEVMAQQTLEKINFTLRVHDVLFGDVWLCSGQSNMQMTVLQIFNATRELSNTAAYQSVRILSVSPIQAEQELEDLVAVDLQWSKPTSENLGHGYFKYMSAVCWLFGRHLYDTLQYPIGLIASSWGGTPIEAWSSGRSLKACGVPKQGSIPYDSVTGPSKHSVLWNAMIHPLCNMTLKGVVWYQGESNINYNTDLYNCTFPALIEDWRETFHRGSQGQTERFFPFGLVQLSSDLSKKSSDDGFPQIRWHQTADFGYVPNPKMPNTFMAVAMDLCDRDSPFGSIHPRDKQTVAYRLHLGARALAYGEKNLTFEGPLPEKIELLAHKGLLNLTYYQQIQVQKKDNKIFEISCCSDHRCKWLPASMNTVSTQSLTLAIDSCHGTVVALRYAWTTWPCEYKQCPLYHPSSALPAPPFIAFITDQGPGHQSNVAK
Tn6 DDE FP: DD(E)-Tn6 binding inhibition, primary FP screen | AID 720509 | Fibrin DD(E) TRITC-Tn6 fluorescence polarization displacement | 0.21% of 370,000 active | inhibition, % at 8.3 µM | P02675;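 active = inhibition above a per-campaign cutoff: mean of compounds within control limits plus 3 SD, cut at about 15% in these data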;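 also: 0% = median of all compound wells on the plate and 100% = blocking peptide control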
ARFGAP1 inh: rat ARFGAP1 inhibition; Q62848; Arfgap1-stimulated ARF1 GTP hydrolysis, GDP FP detection; inhibition, % at 16.5 µM; 0.26% of 360,000 active; AID 651572;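 active = inhibition above a per-plate limit, mean inhibition of low control wells plus 3 SD, cut at about 25% in these data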;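 also: 0% = DMSO wells with enzyme and 100% = wells lacking Arfgap1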
Target sequence (Q62848 1-136 limits assumed): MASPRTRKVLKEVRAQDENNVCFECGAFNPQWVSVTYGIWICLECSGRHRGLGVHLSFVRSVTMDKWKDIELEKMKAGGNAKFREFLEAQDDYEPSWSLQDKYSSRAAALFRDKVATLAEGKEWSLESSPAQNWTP
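system = rat Arfgap1 catalytic domain, aa 1-136 | technique = FP, GDP Alexa 633 tracer displaced from anti-GDP antibody, 620/688 nm | compound = one concentration, 16.5 µM, DMSO 1.26% | medium = HEPES-based buffer, pH 7.5 | timing = compound-enzyme preincubation 20 min, reaction 120 min, detection 60 min, 25 °C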
PLC-beta3 inh: inhibitors of human phospholipase C beta3; 0.18% of 370,000 active; inhibition, % at 12.2 µM; Purified PLC-beta3, fluorogenic substrate, fluorescence; Q01970; AID 720704; in the data active = inhibition above about 11%;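 also: 0% = median of compound wells on plate and 100% = full blocker control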
Tn7 DDE FP: inhibitors of Tn7 peptide binding to human fibrin DD(E); inhibition, % at 8.3 µM; 0.13% of 370,000 active; FP displacement of FITC-Tn7 peptide from fibrin DD(E); 0% = median of compound wells per plate;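 active = inhibition above the mean of compounds falling within the control limits plus 3 SD of them, cut at about 14% in these data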;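 also: 0% = plate median of compound wells and 100% = 10 µM Aha-Tn7 peptide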
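assay system = human clot-derived fibrin DD(E) complex | quantity = Fibrin-DD(E) at 2 µM final | timing = 10 min preincubation, 3 h with tracer, room temperature | signal = fluorescence polarization | measure = percent inhibition | benchmarks = high control wells with 10 µM unlabelled Aha-Tn7 peptide (full inhibition) | replicates = singlicate testing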
Starred values were filed as active, the others as inactive.

CCS(=O)(=O)N1CCC(NC(=O)C(Cc2ccc(OC)c(OC)c2)NC(C)=O)CC1 (stereo not drawn) was read as PLCg1 inh 1, TDP2 absorb 3, ADAM17 inh -4, ASAP1 inh 0, ADAM10 inh 0, SIAE inh -2, Tn6 DDE FP 8, ARFGAP1 inh 5, PLC-beta3 inh 1 and Tn7 DDE FP 2.
For CCc1cc(=O)oc2cc(C)cc(OCC(=O)NCc3ccccn3)c12 the results were PLCg1 inh -67, TDP2 absorb 0, ADAM17 inh -44, ASAP1 inh 3, ADAM10 inh -136, SIAE inh -1, Tn6 DDE FP -3, ARFGAP1 inh -2, PLC-beta3 inh -104 and Tn7 DDE FP -8.
Screening CC(=O)C1=C(C)NC(SCC(N)=O)=C(C#N)C1C (stereo not drawn) returned PLCg1 inh -3, TDP2 absorb 6, ADAM17 inh -6, ASAP1 inh 12, ADAM10 inh -10, SIAE inh 15, Tn6 DDE FP 1, ARFGAP1 inh 11, PLC-beta3 inh -3 and Tn7 DDE FP -4.
Screening CC1CCc2c(sc3ncnc(N4CCOCC4)c23)C1 (stereo not drawn) returned PLCg1 inh 3, TDP2 absorb -5, ADAM17 inh -5, ASAP1 inh 4, ADAM10 inh -4, SIAE inh -2, Tn6 DDE FP -4, ARFGAP1 inh 9, PLC-beta3 inh -1 and Tn7 DDE FP -2.
Screening O=c1[nH]c(CSc2ccccn2)nc2c1oc1ccccc12 returned PLCg1 inh -1, TDP2 absorb -7, ADAM17 inh 0, ASAP1 inh 6, ADAM10 inh 10, SIAE inh -3, Tn6 DDE FP 5, ARFGAP1 inh -3, PLC-beta3 inh -2 and Tn7 DDE FP 8.
For C=CCn1c(N)c(C(=O)Nc2ccc(C)c(C)c2)c2nc3ccccc3nc21 the results were PLCg1 inh 2, TDP2 absorb 2, ADAM17 inh -2, ASAP1 inh -5, ADAM10 inh -3, SIAE inh 3, Tn6 DDE FP -2, ARFGAP1 inh 0, PLC-beta3 inh -1 and Tn7 DDE FP -4.
`CCOC(=O)c1cc(/C(C)=N/OC(=O)c2ccc(Cl)cc2)on1` gave PLCg1 inh 1, TDP2 absorb 6, ADAM17 inh -4, ASAP1 inh 0, ADAM10 inh 0, SIAE inh 4, Tn6 DDE FP -2, ARFGAP1 inh 8, PLC-beta3 inh -3 and Tn7 DDE FP 4.
Cn1c(=O)c2[nH]c(N3CCN(c4cccc(O)c4)CC3)nc2n(C)c1=O was read as PLCg1 inh 8, TDP2 absorb -5, ADAM17 inh 5, ASAP1 inh -3, ADAM10 inh -5, SIAE inh 4, Tn6 DDE FP -1, ARFGAP1 inh -8, PLC-beta3 inh 4 and Tn7 DDE FP -6.
For CC(CC(=O)N1CCN(c2ccc(C(F)(F)F)cn2)CC1)n1ccnc1 (stereo not drawn) the results were PLCg1 inh 1, TDP2 absorb 21, ADAM17 inh -6, ASAP1 inh -2, ADAM10 inh -27, SIAE inh -4, Tn6 DDE FP -1, ARFGAP1 inh -3, PLC-beta3 inh -11 and Tn7 DDE FP 2.
CCCCn1c(N)c(N(CC)C(=O)c2ccc(N3CCCC3=O)cc2)c(=O)[nH]c1=O was read as PLCg1 inh -3, TDP2 absorb 9, ADAM17 inh -4, ASAP1 inh -5, ADAM10 inh -4, SIAE inh -7, Tn6 DDE FP -4, ARFGAP1 inh 2, PLC-beta3 inh -7 and Tn7 DDE FP -5.
COc1ccc(NC(=S)NCCc2c[nH]c3ccc(OC)cc23)c(OC)c1 was read as PLCg1 inh 0, TDP2 absorb -3, ADAM17 inh 3, ASAP1 inh 9, ADAM10 inh 5, SIAE inh 4, Tn6 DDE FP -6, ARFGAP1 inh -3, PLC-beta3 inh 3 and Tn7 DDE FP -9.
`COc1ccccc1NC(=O)C(C)N(C)CC(=O)Nc1cccc2ccccc12` (stereo not drawn) gave PLCg1 inh -1, TDP2 absorb -4, ADAM17 inh -1, ASAP1 inh -4, ADAM10 inh -8, SIAE inh 0, Tn6 DDE FP 7, ARFGAP1 inh -11, PLC-beta3 inh 0 and Tn7 DDE FP -5.
O=C(c1ccco1)N1CCN(c2ccc(F)cc2)CC1 was read as PLCg1 inh 0, TDP2 absorb 1, ADAM17 inh -5, ASAP1 inh -10, ADAM10 inh -3, SIAE inh -3, Tn6 DDE FP -1, ARFGAP1 inh -5, PLC-beta3 inh 2 and Tn7 DDE FP 1.
For Cc1ccc(N/C(N)=N/c2nc(C)cc(C)n2)cc1 the results were PLCg1 inh -1, TDP2 absorb 13, ADAM17 inh -4, ASAP1 inh -8, ADAM10 inh 1, SIAE inh -6, Tn6 DDE FP 5, ARFGAP1 inh 1, PLC-beta3 inh 2 and Tn7 DDE FP -2.
Screening Cc1cccc(C)c1NC(=O)c1cccc2c1-c1ccccc1C2=O returned PLCg1 inh 1, TDP2 absorb -12, ADAM17 inh 2, ASAP1 inh -6, ADAM10 inh -2, SIAE inh -5, Tn6 DDE FP 0, ARFGAP1 inh -9, PLC-beta3 inh -2 and Tn7 DDE FP -1.
COc1ccc(C2c3ccc(O)cc3Oc3ncn(Cc4ccco4)c(=N)c32)cc1OC (stereo not drawn) was read as PLCg1 inh -15, TDP2 absorb 2, ADAM17 inh -2, ASAP1 inh -2, ADAM10 inh 1, SIAE inh 2, Tn6 DDE FP -4, ARFGAP1 inh 5, PLC-beta3 inh -26 and Tn7 DDE FP 6.
Screening Cc1ccc(C(=O)Nc2nc3ccc(Cl)cc3s2)o1 returned PLCg1 inh -28, TDP2 absorb -10, ADAM17 inh -3, ASAP1 inh -8, ADAM10 inh -7, SIAE inh -7, Tn6 DDE FP 7, ARFGAP1 inh 7, PLC-beta3 inh -30 and Tn7 DDE FP 7.
`CC1=CC(=O)C(Sc2ccc(C)cc2)=CC1=O` gave PLCg1 inh -16, TDP2 absorb -14, ADAM17 inh 8, ASAP1 inh -7, ADAM10 inh 12, SIAE inh 3, Tn6 DDE FP -7, ARFGAP1 inh 24, PLC-beta3 inh -36 and Tn7 DDE FP 6.
For COC(=O)CSc1nc2sccc2c(=O)n1-c1ccccc1 the results were PLCg1 inh -1, TDP2 absorb 4, ADAM17 inh -5, ASAP1 inh -3, ADAM10 inh -5, SIAE inh -6, Tn6 DDE FP -11, ARFGAP1 inh -10, PLC-beta3 inh -10 and Tn7 DDE FP -1.
For COc1ccc(-c2cc3cc(F)ccc3cn2)cc1 the results were PLCg1 inh -23, TDP2 absorb 0, ADAM17 inh -16, ASAP1 inh 6, ADAM10 inh -46, SIAE inh 11, Tn6 DDE FP 1, ARFGAP1 inh 8, PLC-beta3 inh -32 and Tn7 DDE FP 1.

3 structures out of the list, sorted by number of heavy atoms, lowest first.
O=C(c1ccco1)N1CCN(c2ccc(F)cc2)CC1 was read as PLCg1 inh 0, TDP2 absorb 1, ADAM17 inh -5, ASAP1 inh -10, ADAM10 inh -3, SIAE inh -3, Tn6 DDE FP -1, ARFGAP1 inh -5, PLC-beta3 inh 2 and Tn7 DDE FP 1.
Screening Cc1cccc(C)c1NC(=O)c1cccc2c1-c1ccccc1C2=O returned PLCg1 inh 1, TDP2 absorb -12, ADAM17 inh 2, ASAP1 inh -6, ADAM10 inh -2, SIAE inh -5, Tn6 DDE FP 0, ARFGAP1 inh -9, PLC-beta3 inh -2 and Tn7 DDE FP -1.
For CCc1cc(=O)oc2cc(C)cc(OCC(=O)NCc3ccccn3)c12 the results were PLCg1 inh -67, TDP2 absorb 0, ADAM17 inh -44, ASAP1 inh 3, ADAM10 inh -136, SIAE inh -1, Tn6 DDE FP -3, ARFGAP1 inh -2, PLC-beta3 inh -104 and Tn7 DDE FP -8.

New compounds follow
For CC(=O)c1ccc(NC(=O)COC(=O)CCC2CCCC2)cc1 the results were PLCg1 inh 0, TDP2 absorb -7, ADAM17 inh 4, ASAP1 inh -4, ADAM10 inh 3, SIAE inh 5, Tn6 DDE FP 7, ARFGAP1 inh 11, PLC-beta3 inh 0 and Tn7 DDE FP 11.
Screening COc1ccc(N(C)C(=O)Nc2ccc3c(c2)nnn3C)cc1 returned PLCg1 inh -335, TDP2 absorb -15, ADAM17 inh -254, ASAP1 inh 4, ADAM10 inh inactive, SIAE inh 0, Tn6 DDE FP -6, ARFGAP1 inh -9, PLC-beta3 inh -441 and Tn7 DDE FP 1.
`O=C(Cn1cc(/C=C\[N+](=O)[O-])c2ccccc21)Nc1ccccc1` gave PLCg1 inh 2, TDP2 absorb 1, ADAM17 inh -1, ASAP1 inh -11, ADAM10 inh 2, SIAE inh -14, Tn6 DDE FP 2, ARFGAP1 inh -6, PLC-beta3 inh -5 and Tn7 DDE FP -3.
`COc1ccccc1C(=O)C1CCCN(C(=O)c2cn3cc(Cl)ccc3n2)C1` (stereo not drawn) gave PLCg1 inh 1, TDP2 absorb -5, ADAM17 inh -2, ASAP1 inh -5, ADAM10 inh -7, SIAE inh -3, Tn6 DDE FP 15, ARFGAP1 inh 0, PLC-beta3 inh -5 and Tn7 DDE FP 4.
Screening C/C(=N\Nc1ccc(Cl)c(C(=O)O)c1)c1cccc2ccccc12 returned PLCg1 inh -14, TDP2 absorb 5, ADAM17 inh -4, ASAP1 inh 2, ADAM10 inh -3, SIAE inh 5, Tn6 DDE FP 3, ARFGAP1 inh 0, PLC-beta3 inh -31 and Tn7 DDE FP -2.
For O=P(c1ccccc1)(c1ccccc1)c1cc(S(=O)(=O)O)ccc1O the results were PLCg1 inh 1, TDP2 absorb 6, ADAM17 inh -5, ASAP1 inh -4, ADAM10 inh -3, SIAE inh 1, Tn6 DDE FP 4, ARFGAP1 inh -1, PLC-beta3 inh -7 and Tn7 DDE FP 1.
For CCOC(=O)c1cc(-c2ccc(/C=C3/C(=O)NC(=O)C(C#N)=C3C)o2)ccc1Cl the results were PLCg1 inh -16, TDP2 absorb 8, ADAM17 inh -4, ASAP1 inh -2, ADAM10 inh -13, SIAE inh 8, Tn6 DDE FP 3, ARFGAP1 inh 4, PLC-beta3 inh -19 and Tn7 DDE FP -1.
Screening COC(=O)Cc1cn(-c2ncc(C(F)(F)F)cc2Cl)c2ccccc12 returned PLCg1 inh -22, TDP2 absorb -2, ADAM17 inh -4, ASAP1 inh -6, ADAM10 inh -8, SIAE inh 3, Tn6 DDE FP 1, ARFGAP1 inh -8, PLC-beta3 inh -24 and Tn7 DDE FP 0.
`CSc1nc2ccc(NS(=O)(=O)c3cccc(Cl)c3Cl)cc2s1` gave PLCg1 inh 6, TDP2 absorb -7, ADAM17 inh 9.7*, ASAP1 inh 1, ADAM10 inh 20, SIAE inh 2, Tn6 DDE FP -1, ARFGAP1 inh 3, PLC-beta3 inh 2 and Tn7 DDE FP -1.

The order is random; any-hit rate near 3.6%.
